# Screens: PubChem BioAssay, several laboratories
# Scp-1 inhibitor – blocks human Scp-1 phosphatase activity. Recombinant Scp1, phosphopeptide, malachite green phosphate absorbance. AID 493091. inhibition, % at 20 µM. Q9GZU7. 0.88% of 340,000 active;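 active = inhibition above about 50% at 20 µM, limit read from the data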;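 also: plate controls were DMSO wells with enzyme for no effect and wells lacking enzyme for full effect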
# Target sequence (Q9GZU7 76-261 limits assumed): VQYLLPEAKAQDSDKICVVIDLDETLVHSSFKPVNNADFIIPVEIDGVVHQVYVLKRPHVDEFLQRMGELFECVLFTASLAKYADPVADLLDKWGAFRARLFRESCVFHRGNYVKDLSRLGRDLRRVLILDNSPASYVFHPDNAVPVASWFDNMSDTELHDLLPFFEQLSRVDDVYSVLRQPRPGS
#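 System: SCP-1 catalytic domain; Reagent: Phospho 17-mer peptide substrate; Doses: one concentration, 20 µM, with 1.0% DMSO; Incubation: 45 min room-temperature reaction, 5 min colour, 30 min stabiliser; Signal: Phosphate-binding colour reagent, absorbance read at 630 nm.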
# STEP inh – inhibitors of human striatal-enriched phosphatase STEP | recombinant STEP, OMFP fluorogenic substrate, fluorescence | AID 588621 | inhibition, % at 20 µM | P54829 | 0.25% of 360,000 active;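 active = inhibition at 20 µM, scaled per plate between control wells, above about 37%, limit read from the data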;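 also: 0% = DMSO with enzyme and substrate and 100% = substrate only without enzyme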
# Target sequence (P54829 whole entry, looked up): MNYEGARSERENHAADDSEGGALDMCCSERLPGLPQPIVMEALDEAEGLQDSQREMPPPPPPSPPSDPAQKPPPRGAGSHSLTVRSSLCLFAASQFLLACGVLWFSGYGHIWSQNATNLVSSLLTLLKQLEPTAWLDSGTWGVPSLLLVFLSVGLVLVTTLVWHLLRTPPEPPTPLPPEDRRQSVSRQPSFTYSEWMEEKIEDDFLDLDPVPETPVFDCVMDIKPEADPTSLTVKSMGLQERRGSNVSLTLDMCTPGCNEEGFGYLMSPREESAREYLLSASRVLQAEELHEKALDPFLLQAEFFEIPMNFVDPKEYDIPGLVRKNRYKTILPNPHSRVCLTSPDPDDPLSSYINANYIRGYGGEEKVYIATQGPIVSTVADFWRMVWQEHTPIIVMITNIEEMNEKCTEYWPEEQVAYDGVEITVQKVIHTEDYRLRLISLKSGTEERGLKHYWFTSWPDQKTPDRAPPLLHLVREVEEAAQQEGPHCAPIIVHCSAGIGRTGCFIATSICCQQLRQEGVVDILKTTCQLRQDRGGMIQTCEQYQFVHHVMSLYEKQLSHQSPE
#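 Measure: Control-normalized % inhibition with plate pattern correction | Test system: STEP phosphatase, cell-free reaction | Medium: pH 6.0 Bis-Tris with DTT and Tween 20 | Technique: Fluorescence, 480/540 nm | Times: Reaction 20 min, ambient temperature | Doses: Single compound dose of 20 µM, 1% DMSO final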
# MsrA act – activates bovine MsrA enzyme | purified bovine MsrA, absorbance read-out | activation, % at 10.6 µM | 0.3% of 360,000 active | AID 602163; in the data active = activation above about 7.5%;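 also: 0% = vehicle and 100% = reference activator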
# TbMetRS inhib – Trypanosoma brucei MetRS inhibition. purified T. brucei MetRS, ATP depletion, Kinase-Glo luminescence. 0.4% of 360,000 active. inhibition, % at 11.9 µM;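 active = inhibition above a per-plate cutoff of the control wells' mean inhibition plus 3 SD, cut at about 5.5% in these data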;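 also: 0% = DMSO wells median and 100% = median of wells with control inhibitor compound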
#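 Assay system: T. brucei methionyl-tRNA synthetase, purified | Medium: HEPES buffer with MgCl2, KCl, DTT, spermine, BSA, pyrophosphatase | Compound: 11.9 µM single point | Incubation: 15 min enzyme-compound preincubation, 2 h reaction, 10 min detection, 25 °C | Measured by: Kinase-Glo luciferase luminescence reporting remaining unconsumed ATP | Measure: % inhibition normalized to control-well medians | Replication: Singlicate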
# eLon inh – E. coli protease La inhibition; 0.42% of 360,000 active; inhibition, % at 7.94 µM; purified E. coli Lon protease, fluorescence polarization; in the data active = inhibition above about 13%, passing the limit was not always enough;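 also: 0% = enzyme with probe and DMSO and 100% = no enzyme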
# MsrA inhibitor – inhibits bovine methionine sulfoxide reductase A; 0.75% of 360,000 active; inhibition, % at 15.5 µM; purified bovine MsrA, absorbance read-out; in the data active = inhibition above about 4.5%;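 also: 0% = vehicle wells with enzyme and 100% = reference inhibitor wells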
# DNMT1 inh – blocks human DNA methyltransferase DNMT1; P26358; DNMT1 molecular beacon, Hinp1I cleavage, fluorescence; inhibition (reported as % activation of signal), % at 10 µM; 0.83% of 360,000 active; AID 588458; in the data active = inhibition above about 50%
# NRP1-CendR mod – NRP-1/CendR interaction modulation | O14786 | FAM-RPARPAR peptide binding to NRP-1, fluorescence polarization | inhibition, % at 25 µM | 0.85% of 360,000 active;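 active = inhibition or corrected inhibition above about 18%, plus a signal ratio from 0.5 to 1.5, limit read from the data, passing the limit was not always enough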; also: strong numbers were not always called active
# SUMO1 PPI mod – alters human SUMO1 binding to SIM partners. inhibition, % at 20 µM. SUMO1 binding to a labelled peptide, TR-FRET, 1 h. 0.33% of 360,000 active. P63165. AID 602429; in the data active = inhibition above about 37%
# Target sequence (P63165 whole entry, looked up): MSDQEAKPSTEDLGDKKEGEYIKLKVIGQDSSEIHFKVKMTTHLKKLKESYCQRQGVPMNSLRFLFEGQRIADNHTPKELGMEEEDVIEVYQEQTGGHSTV
# LMPTP inh – blocks human LMPTP phosphatase. P24666. recombinant LMPTP-A, OMFP fluorogenic substrate, fluorescence intensity. inhibition, % at 20 µM. 0.22% of 360,000 active. AID 651560;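 active = compounds that cut the enzyme signal by at least half of the control window in the single-dose screen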;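 also: plate controls were DMSO wells with enzyme plus substrate for no effect and substrate without enzyme for full effect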
# Target sequence (P24666 whole entry, looked up): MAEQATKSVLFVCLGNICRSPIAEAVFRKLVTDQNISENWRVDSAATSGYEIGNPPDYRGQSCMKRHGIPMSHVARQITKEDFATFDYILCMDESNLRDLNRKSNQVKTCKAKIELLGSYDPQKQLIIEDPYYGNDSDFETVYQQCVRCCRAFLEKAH
#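 Assay system: LMPTP-A phosphatase enzyme | Input: 0.625 nM enzyme | Also added: Fluorogenic phosphatase substrate OMFP at 400 µM final | Compound dosing: One test concentration per compound, 20 µM, with 3% DMSO overall | Schedule: 50 min enzyme reaction at room temperature, protected from light | Signal: Fluorescence intensity | Benchmarks: no-enzyme and uninhibited controls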
# * hit, by the source's call; / = no result given.
item	SMILES	Scp-1 inhibitor	STEP inh	MsrA act	TbMetRS inhib	eLon inh	MsrA inhibitor	DNMT1 inh	NRP1-CendR mod	SUMO1 PPI mod	LMPTP inh
1	CCOC(=O)C1=C(CC)Nc2ccccc2N=C1NC(=O)c1cc(S(=O)(=O)N2CCOCC2)ccc1C	0	3	-5	-0.2	-10	0.6	0	0	1	0.4
2	C[C@H](CO)N1C[C@H](C)[C@@H](CN(C)S(=O)(=O)c2cn(C)cn2)Oc2ccc(NC(=O)C3CCCCC3)cc2C1=O	33	4	-4	-1.6	-4	0.6	6	-3	6	-4.0
3	CCOc1ccc2c(C)c(C)c(=O)oc2c1OCC	-6	0	2	-0.6	1	1.0	5	-15	-11	-0.1
4	CCCCN1C=C(C(=O)OC)C(c2ccccc2C(F)(F)F)C(C(=O)OC)=C1	-8	0	-2	-0.1	-3	-0.7	2	7	7	-0.3
5	COc1ccc(S(=O)(=O)n2nc(OC(C)=O)cc2N)cc1	-8	-3	0	-0.3	-5	-0.3	-2	1	3	-1.4
6	CC1CCN(Cc2nc(-c3ccc(Cl)cc3)no2)CC1	-13	1	-3	0.1	0	1.7	-1	-2	1	0.7
7	Cc1ccc(CN(C)C(=O)c2ccccc2Sc2ccccc2C#N)cc1	-5	-1	-3	-0.3	2	-0.5	-5	1	-25	-7.3
8	COc1ccccc1-c1c(C)nn2c(N3CCN(c4ccccc4OC)CC3)cc(C)nc12	4	1	3	-0.1	-2	-0.5	-9	3	2	1.5
9	Nc1nc(CN2CCCCCC2)nc(Nc2ccc(F)cc2)n1	-9	-5	-12	-1.0	-3	-1.9	-8	6	5	-0.7
10	CC(=O)N/C(=C\c1ccccc1)C(=O)OCCCOC(=O)/C(=C/c1ccccc1)NC(C)=O	-8	0	-3	-0.3	-4	0.7	5	6	-6	-0.9
11	CC(C)S(=O)(=O)c1cnc(-c2cccnc2)nc1N	-13	1	-2	-0.2	-3	1.4	0	-2	-4	-2.9
12	COc1ccc(N2C(=O)c3ccccc3NC2c2ccc(NC(C)=O)cc2)c(OC)c1 (stereo unspecified)	5	2	-2	-0.5	-1	1.2	-1	9	-3	-0.8
13	Cc1cc(C)n2nc(C(=O)NC(C)(C)C)nc2n1	-15	-2	1	-0.3	0	0.2	0	-2	2	-1.3
14	COc1ccc(S(=O)(=O)N2CCCCC2)cc1NS(=O)(=O)c1cc(Cl)ccc1Cl	-8	1	-1	0.7	1	0.2	-3	-10	1	3.1
15	CC1(C)Cc2cccc(OCC(=O)N3CCN(c4cccc(C(F)(F)F)c4)CC3)c2O1	-9	1	-3	-0.1	3	-0.8	-7	6	-69	-4.5
16	COc1cccc(-c2cc3nc(NCCCN(C)C)n(C)c(=O)c3s2)c1	/	1	2	0.0	-3	1.6	-5	18	-35	-3.8
17	C=CCSc1nc(N)c(C(=O)Nc2ccccc2C)cc1C(N)=O	-7	-3	-5	-0.9	9	3.4	-3	23	4	-1.1
18	CC(=O)Nc1ccc(NC(=O)C(C)OC(=O)CCc2nc3ccccc3s2)cc1 (stereo unspecified)	-7	4	-4	-0.3	7	-1.1	3	-10	-3	-0.7
19	Cc1ccc(C(=O)Nc2ccccc2N2CCCCC2)o1	4	3	-3	0.2	9	-0.4	0	-5	5	3.4
20	CCOC(=O)c1cc(Sc2ccccc2N)cc(C(=O)OCC)n1	-7	-1	0	0.4	14	-0.6	-1	1	2	0.2
21	CSc1ccc(CN(C)C(C)C(=O)NCC2CCCCC2)cc1 (stereo unspecified)	-1	-1	-2	0.0	4	-0.5	-1	-4	5	-1.4
22	Cc1ccc(CNC(=O)Nc2ccccc2)n1C	-2	1	-1	-0.7	3	-0.6	-2	-7	-6	0.2
23	CC(C)COC(=O)NCCCOC(=O)Nc1ccccc1	-3	-2	0	0.3	6	-0.2	-2	-7	3	-0.9
24	COc1ccc(NC(=O)c2cc(C(C)C)on2)cc1OC	0	0	-6	-0.6	-11	0.0	-1	1	4	-1.8
25	COCCCN(CC(=O)NCc1ccccc1)S(=O)(=O)c1ccc(C)cc1	-1	-2	-4	-0.8	13	-1.2	2	7	-1	-1.6
26	COc1ccc(OC)c(-c2csc(NC(=O)Cn3[nH]c(=O)c4ccccc4c3=O)n2)c1	-1	4	0	-0.5	-1	-0.5	-6	-17	64*	0.2
27	COCCn1c(SCC(=O)N2CCOCC2)nnc1-c1ccco1	38	0	-3	-0.2	-1	0.4	1	5	1	-0.3
28	O=C(c1coc(=O)c(Br)c1)N1CCOCC1	68*	38	-2	-0.9	-19	3.7	74*	-20	-6	13
29	Cc1cccc(C)c1NC(=O)CN(C)C(=O)c1ccc(OCc2ccccc2)cc1	/	1	-2	0.2	-8	-0.8	5	-19	2	-1.2
30	Brc1ccsc1-c1csc(-c2ccncc2)n1	-1	-1	-1	-0.1	2	1.7	-8	1	-41	3.0

# 14 entries from above, sorted by SMILES length, descending.
item	SMILES	Scp-1 inhibitor	STEP inh	MsrA act	TbMetRS inhib	eLon inh	MsrA inhibitor	DNMT1 inh	NRP1-CendR mod	SUMO1 PPI mod	LMPTP inh
1	CCOC(=O)C1=C(CC)Nc2ccccc2N=C1NC(=O)c1cc(S(=O)(=O)N2CCOCC2)ccc1C	0	3	-5	-0.2	-10	0.6	0	0	1	0.4
10	CC(=O)N/C(=C\c1ccccc1)C(=O)OCCCOC(=O)/C(=C/c1ccccc1)NC(C)=O	-8	0	-3	-0.3	-4	0.7	5	6	-6	-0.9
26	COc1ccc(OC)c(-c2csc(NC(=O)Cn3[nH]c(=O)c4ccccc4c3=O)n2)c1	-1	4	0	-0.5	-1	-0.5	-6	-17	64*	0.2
8	COc1ccccc1-c1c(C)nn2c(N3CCN(c4ccccc4OC)CC3)cc(C)nc12	4	1	3	-0.1	-2	-0.5	-9	3	2	1.5
12	COc1ccc(N2C(=O)c3ccccc3NC2c2ccc(NC(C)=O)cc2)c(OC)c1 (stereo unspecified)	5	2	-2	-0.5	-1	1.2	-1	9	-3	-0.8
4	CCCCN1C=C(C(=O)OC)C(c2ccccc2C(F)(F)F)C(C(=O)OC)=C1	-8	0	-2	-0.1	-3	-0.7	2	7	7	-0.3
16	COc1cccc(-c2cc3nc(NCCCN(C)C)n(C)c(=O)c3s2)c1	/	1	2	0.0	-3	1.6	-5	18	-35	-3.8
20	CCOC(=O)c1cc(Sc2ccccc2N)cc(C(=O)OCC)n1	-7	-1	0	0.4	14	-0.6	-1	1	2	0.2
27	COCCn1c(SCC(=O)N2CCOCC2)nnc1-c1ccco1	38	0	-3	-0.2	-1	0.4	1	5	1	-0.3
9	Nc1nc(CN2CCCCCC2)nc(Nc2ccc(F)cc2)n1	-9	-5	-12	-1.0	-3	-1.9	-8	6	5	-0.7
6	CC1CCN(Cc2nc(-c3ccc(Cl)cc3)no2)CC1	-13	1	-3	0.1	0	1.7	-1	-2	1	0.7
3	CCOc1ccc2c(C)c(C)c(=O)oc2c1OCC	-6	0	2	-0.6	1	1.0	5	-15	-11	-0.1
30	Brc1ccsc1-c1csc(-c2ccncc2)n1	-1	-1	-1	-0.1	2	1.7	-8	1	-41	3.0
22	Cc1ccc(CNC(=O)Nc2ccccc2)n1C	-2	1	-1	-0.7	3	-0.6	-2	-7	-6	0.2

# Additional results follow.
item	SMILES	Scp-1 inhibitor	STEP inh	MsrA act	TbMetRS inhib	eLon inh	MsrA inhibitor	DNMT1 inh	NRP1-CendR mod	SUMO1 PPI mod	LMPTP inh
31	O=C(COC(=O)C1CC2C=CC1C2)NCc1ccccc1Cl (stereo unspecified)	-10	0	-5	-0.1	-9	0.1	3	0	4	-0.2
32	COC(=O)c1cccc(NC(=O)c2nn(C(C)C)c(=O)c3ccccc23)c1	-3	3	-8	-0.6	-5	0.3	9	7	3	0.1
33	O=C(NNC1=NCCC1)c1cccc(S(=O)(=O)N2CCOCC2)c1	-4	-1	-2	-0.2	0	0.2	3	3	1	-0.2
34	COc1ccc(-c2cc3ccccc3oc2=O)cc1NC(=S)NC(=O)c1ccc2c(c1)OCCO2	-8	10	-4	-0.5	-4	-0.8	33	-11	2	6.7
35	O=c1c2ccccc2ncn1/N=C/c1ccccc1	1	-2	-2	-0.5	-3	0.7	1	-3	-8	-1.1
36	CC12CCC(C(=O)NCc3cccnc3)(OC1=O)C2(C)C (stereo unspecified)	14	2	0	-0.3	4	0.6	-1	9	-1	-3.1
37	Cc1nn(Cc2ccccc2)c(C)c1NC(=O)CSc1nc(C2CC2)nc2c1cnn2-c1ccccc1	9	0	-3	-1.4	-1	0.3	58*	-15	1	0.4
38	CCOC(=O)N(Cc1ccccc1)C(C(=O)O)C(C(=O)O)N(Cc1ccccc1)C(=O)OCC (stereo unspecified)	-6	3	-2	0.0	6	-1.6	3	10	0	-2.1
39	FC(F)(F)c1cnc(Sc2ncn[nH]2)c(Cl)c1	-8	3	-1	-0.4	-4	-0.3	3	6	4	-1.1
40	CC1(C(=O)NS(=O)(=O)c2cccc(F)c2)CCN1C(=O)Cc1cccc2ccccc12 (stereo unspecified)	/	0	-6	-0.2	-6	-0.1	-2	-2	4	-1.7
41	COc1ccccc1NS(=O)(=O)c1cccc2cccnc12	-9	1	-4	-0.4	-4	-0.9	-1	7	3	-0.9
42	CC(NCC(=O)Nc1ccccc1C(=O)NC1CC1)c1ccc(S(N)(=O)=O)cc1 (stereo unspecified)	-1	-3	-12	-0.2	16	1.7	1	12	1	-1.9
43	CCc1ccc(-n2c(CSc3nnnn3-c3ccccc3)nc3ccccc3c2=O)cc1	-20	-3	-5	-0.3	4	-1.1	9	19	0	0.3
44	COc1nc(-c2ccccc2)c2cc(Br)ccc2n1	-11	2	0	0.3	-3	1.7	-3	-4	-23	2.1
45	CCCCNC(=O)[C@@H]1CSC2c3ccccc3C(=O)N21 (stereo partly specified)	-5	-1	-9	-0.4	2	-0.2	0	14	4	-1.1
46	COc1ccc(CN2CCNC(=O)C2CC(=O)N(C)CCc2cnn(C)c2)c(F)c1 (stereo unspecified)	-1	0	-2	-0.2	-1	0.0	-6	7	-3	-0.6
47	CN(c1cccc(NC(=O)c2ccccc2N(C)S(=O)(=O)c2ccccc2)c1)S(C)(=O)=O	-7	-1	-3	0.5	-12	-0.7	4	2	6	-0.6
48	CCCN1C[C@H](CSC)C[C@@H]2c3cccc4[nH]cc(c34)C[C@H]21	-9	0	-6	-1.5	-1	0.0	3	9	-2	-0.1
